# Screens from PubChem.
# S2 tox: Viability Counterscreen for Primary qHTS for Inhibitors of ATXN expression | S2 cells (HEK-293 line with an ATXN2-luciferase reporter) viability, CellTiter-Fluor protease fluorescence, 24 h | Potency, µM (doses to about 56.7 µM), hits mostly cytotoxic | actives 0.49% (n = 400,000) | AID 651635, 2014; also: nearly all actives have a fitted effect of over 40% in size
# TGFb inhibitor: qHTS for Inhibitors of TGF-b; HepG2 CAGA-GFP TGF-b/SMAD3 reporter, GFP fluorescence, 18 h; TGF-beta stimulated, 500 pg/mL final; actives 1.2% (n = 410,000); Potency, µM (top dose mostly 46.1 µM), for the others: top-dose activity, negative = inhibition, actives largely listed as inhibitors; also: % is scaled to controls: 0 for no effect and ±100 for the full control effect; nearly all actives have a fitted effect of over 65% in size
#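 Smad-responsive CAGA-GFP expression was quantified in HEPG2 cells exposed to compounds and 500 pg/mL final TGF-beta for 18 h at 37 degrees C; unstimulated wells defined full inhibition.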
# ATXN2 expr inh: Primary qHTS for Inhibitors of ATXN expression; AID 1745845, 2022; actives 0.72% (n = 360,000); Potency, µM (doses to about 57 µM), without a hit: at the top dose activity change, negative = inhibition, usual class: inhibitors; HEK-293 ATXN2-luciferase reporter, luminescence, 24 h; also: % is scaled to controls: 0 for no effect and ±100 for the full control effect; nearly all actives have a fitted effect of over 55% in size
#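 ATXN2-luciferase reporter cells (luciferase flanked by upstream and downstream ATXN2 gene portions) were treated 24 h at 37 °C with compounds at up to 57 uM. SteadyGlo luminescence gave expression; GF-AFC fluorescence gave viability.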
# MCF10A rereplic: A quantitative high throughput screen for small molecules that induce DNA re-replication in MCF 10a normal breast cells; MCF 10A DNA re-replication, Hoechst nuclear intensity, 48 h; Potency, µM (titrated, usually from 46.1 µM), for inactives: at the top dose activity, positive = re-replication, usual class: activators; actives 2.9% (n = 350,000); also: % of control where 0% means no effect; nearly all actives have a fitted effect of over 50% in size
# HepG2 viability: qHTS for Inhibitors of TGF-b: Cytotox Counterscreen; HepG2 CAGA-GFP viability, ATP luminescence, 18 h; Potency, µM (doses to about 46.1 µM), for the others: at the top dose activity change, negative = cytotoxicity, hits mostly cytotoxic; actives 0.76% (n = 410,000); AID 588856, 2011; also: some results filed as inactive show a strong effect at the top dose
#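 HepG2 CAGA-GFP cells (1000/well, DMEM with 1% FBS) received compound, then TGF-beta at 500 pg/mL final, and were incubated 18 hours at 37 degrees C. Viability was read by CellTiter-Glo luminescence. Media-only wells were set as complete cell-killing and DMSO as no toxicity.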
# EPAC2 antag: qHTS for Antagonist of cAMP-regulated guanine nucleotide exchange factor 2 (EPAC2): primary screen; Rap guanine nucleotide exchange factor 4 (Homo sapiens), Q8WZA2; EPAC2 GEF exchange of Rap1B-BODIPY-GDP, fluorescence; Potency, µM (series often up to 114 µM), for the others: top-dose activity, negative = inhibition, most hits filed as inhibitors; actives 0.18% (n = 360,000); AID 720708, 2013; also: % is scaled to controls: 0 for no effect and ±100 for the full control effect; nearly all actives have a fitted effect of over 45% in size; many of its hits are not listed in these tables
# Target sequence (Q8WZA2 whole entry, looked up): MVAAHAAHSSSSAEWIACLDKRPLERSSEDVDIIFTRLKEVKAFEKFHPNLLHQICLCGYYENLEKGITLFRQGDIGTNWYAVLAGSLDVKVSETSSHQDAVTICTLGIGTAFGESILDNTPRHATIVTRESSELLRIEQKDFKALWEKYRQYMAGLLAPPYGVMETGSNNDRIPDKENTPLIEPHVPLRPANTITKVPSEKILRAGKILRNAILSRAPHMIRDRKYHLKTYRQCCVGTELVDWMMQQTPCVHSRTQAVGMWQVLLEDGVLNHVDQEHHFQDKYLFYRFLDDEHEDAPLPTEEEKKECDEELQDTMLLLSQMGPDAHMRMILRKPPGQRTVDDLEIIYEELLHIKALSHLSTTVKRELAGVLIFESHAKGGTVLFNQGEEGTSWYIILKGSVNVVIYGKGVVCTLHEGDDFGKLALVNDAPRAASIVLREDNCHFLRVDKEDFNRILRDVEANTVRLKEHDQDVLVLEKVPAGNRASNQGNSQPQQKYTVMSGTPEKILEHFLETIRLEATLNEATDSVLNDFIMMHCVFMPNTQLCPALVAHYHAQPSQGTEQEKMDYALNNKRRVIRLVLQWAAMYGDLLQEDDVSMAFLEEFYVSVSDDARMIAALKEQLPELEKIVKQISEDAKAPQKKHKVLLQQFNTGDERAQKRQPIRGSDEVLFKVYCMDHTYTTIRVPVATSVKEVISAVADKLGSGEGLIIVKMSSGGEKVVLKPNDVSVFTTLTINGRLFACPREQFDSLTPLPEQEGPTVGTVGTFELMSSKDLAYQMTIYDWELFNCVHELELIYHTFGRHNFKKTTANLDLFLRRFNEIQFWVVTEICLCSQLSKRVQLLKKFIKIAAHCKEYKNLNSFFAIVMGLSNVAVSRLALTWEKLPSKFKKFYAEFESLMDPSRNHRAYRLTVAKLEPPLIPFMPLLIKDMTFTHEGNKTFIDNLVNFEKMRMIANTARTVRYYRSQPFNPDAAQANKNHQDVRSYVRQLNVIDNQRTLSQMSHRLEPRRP
# Nrf2 block: Nrf2 qHTS screen for inhibitors. A549 ARE-Fluc reporter, luciferase luminescence, 18-24 h. Potency, µM (titrated, usually from 46 µM), inactives show top-dose activity change, negative = inhibition, actives largely listed as inhibitors. actives 2.1% (n = 360,000). AID 504444, 2011; also: % is scaled to controls: 0 for no effect and ±100 for the full control effect; nearly all actives have a fitted effect of over 60% in size
#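 Nrf2 function is reported as luminescence of an ARE-controlled luciferase in A549 cells. Compounds were tested at several concentrations, and a CellTiter-Fluor read on the same wells flagged cytotoxicity.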
# Nrf2 activator: qHTS of Nrf2 Activators. AID 624171, 2012. AREc32 ARE-luciferase reporter (MCF7-derived line), luminescence, 24 h. actives 0.31% (n = 410,000). Potency, µM (titrated, usually from 46.1 µM), without a hit: top-dose activation, hits mostly activators; also: % of control where 0% means no effect; nearly all actives have a fitted effect of over 65% in size
#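 Cells of the AREc32 ARE-luciferase line are plated in OPTI-MEM containing 5% FBS and left overnight at 37 deg C. Compounds are pinned in, incubation continues 24 hr, and firefly luciferase signal is then measured.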
# A549 tox: Nrf2 qHTS screen for inhibitors: counterscreen for cytotoxicity; actives 0.16% (n = 390,000); A549 ARE-Fluc cells, CellTiter-Fluor viability, 18-24 h; AID 504648, 2011; Potency, µM (top dose mostly 46 µM), inactives show at the highest dose activity change, negative = cytotoxicity, usual class: inhibitors; also: % is scaled to controls: 0 for no effect and ±100 for the full control effect
#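 A549 ARE-Fluc cells in 5% FBS OPTI-MEM, 5000 cells/well, rested 2 h then exposed to compounds in concentration-response for 18-24 h at 37 °C. Viability by CellTiter-Fluor fluorescence (Ex 405/Em 525) after 30 min; luciferase luminescence (BugLite, 15 min, RT) read afterwards.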
# Starred values were filed as active, the others as inactive; i = inactive; ? = inconclusive; · = no result given; [ ] = dose if it differs, or a comment. Calls follow the shape of the dose curve; as a rule, active = well fitted curve in the direction sought with a large enough effect; inconclusive = small, poorly fitted or top-dose-only effect, or another doubt; inactive = no such curve, though single readings can be large; an effect the other way counts as inactive or inconclusive. Potency is read from the fitted curve at half-maximal effect. Not all compounds are listed. The share of hits here may be higher or lower than overall.
SMILES,S2 tox,TGFb inhibitor,ATXN2 expr inh,MCF10A rereplic,HepG2 viability,EPAC2 antag,Nrf2 block,Nrf2 activator,A549 tox
Cc1ccc(SC[C@H](c2ccccc2)N2CCN(C)CCC2=O)cc1,i,-18%,40%[activator],?,-4%,0%,?,4.7%,1%
CCNC(=S)N(CCc1c(C)[nH]c2ccc(F)cc12)Cc1cccnc1,i,-23%,·,18%,-34%,2%,4%,0.1%,-1%
CCOC(=O)c1cccc(S(=O)(=O)N2CCCC2)c1,i,2%,2%,-4%,8%,19%,10%,-0.5%,0%
CO/N=C/C(=N\Nc1cc(OC)cc(OC)c1)C(=O)c1ccccc1,i,10%,-22%,-1%,-2%,3%,-17%,0.0%[9.22 µM],-16%
COc1ccc(S(=O)(=O)NC2CC(C)(C)NC(C)(C)C2)c2ccccc12,i,8%,-10%,16%,-25%,11%,4%,0.1%,7%
COc1ccccc1NC(=O)C1=C(C)Nc2nc(SCc3ccccc3)nn2C1c1cccnc1 (configuration not stated),?,0%,-38%,·,-13%,·,-13%[9.27 µM],-0.2%,-3%
Cc1ccc(CNc2nc3ccccc3n2C)o1,i,-10%,43%[activator],0%,-4%,11%,?,4.8%,?
Cc1cccc(NC(=O)CSc2nnc(-c3ccccc3)n2N)c1,?,-5%,10%,-2%,3%,5%,5%,-0.4%,-7%
CCCc1nc(SCC(=O)c2ccc3c(c2)NC(=O)CO3)[nH]c(=O)c1CC,i,0%,-9%,-7%,7%,3%,-2%,-0.4%,3%
CCC(Sc1nc(N)cc(=O)[nH]1)C(=O)Nc1cc(C)on1 (configuration not stated),i,0%,-21%,?,0%,25%,8%,0.3%,2%
COC(=O)c1ccc(Cn2nc([N+](=O)[O-])c(Br)c2C)cc1,i,7%,-20%,?,-14%,0%,-17%,3.3%,2%
COC(=O)CCN(C(C)=O)c1ccc(N)cc1,i,7%,-2%,-30%,3%,13%,12%,-0.7%,-13%
CC(=O)c1ccc(S(=O)(=O)Oc2ccc(-c3ccc(C(=O)O)cc3)cc2)cc1,i,4%,1%,7%,-5%,-8%,0%,-0.6%,-9%
COc1ccccc1S(=O)(=O)N1CCC(C(=O)O)(c2ccccc2)CC1,i,5%,-6%,-3%,10%,4%,25%,-0.4%,9%
COCCn1c(SCC(=O)c2c(N)n(C3CC3)c(=O)[nH]c2=O)nc2ccccc21,i,1%,-4%,1%,-1%,-9%,16%,0.1%,0%
COCCOC(=O)C1=C(C)NC(=O)NC1c1ccc(-c2ccc(F)cc2)o1 (configuration not stated),i,-1%,·,-2%,8%,-22%,?,5.6%,-5%
COc1cccc(N2CCN(c3ncnc4onc(-c5ccc(F)cc5)c34)CC2)c1,i,15%,5%,·,-1%,·,?,-0.7%,10%
COCCNC(=O)c1ccc2c(c1)C(=O)c1ccccc1-2,i,-9%,·,-3%,-6%,-5%,0%,3.4%,1%
Cc1ccc(N(CC(=O)NCc2ccccn2)S(=O)(=O)c2ccccc2)cc1C,i,-1%,9%,6%,-1%,0%,-5%,-0.6%,2%
COc1ccc(OCC(=O)N2CCCC(Nc3ccc(C)c(C)c3)C2)cc1 (configuration not stated),i,-2%,·,·,-10%,-18%,·,3.7%,·
Cc1ccc(C(=O)NCC(=O)OCN2C(=O)c3ccccc3C2=O)cc1C,i,7%,-4%,-3%,-18%,3%,15%,0.1%,-2%
N#Cc1c2c(c(-c3ccccc3Cl)[nH]c1=S)CCCC2,i,-3%,-11%,10%,-6%,6%,15%,-0.2%,-1%
CCOC(=O)c1ccc(NC(=S)N2CCN(CCN=CC3=C(O)CC(C)(C)CC3=O)CC2)cc1,i,-5%,·,-4%,5%,1%,0%,0.2%,1%
CN(C)c1ccc(-c2ccnc3c2CC(C)(C(=O)NCc2ccco2)O3)cc1 (configuration not stated),?,-23%,0%,·,-17%,-2%,·,3.9%,·
Cc1nc(Cl)cc(N/N=C/c2ccccc2)n1,i,0%,·,?,10%,-3%,5%,15%,19%
# Further entries.
SMILES,S2 tox,TGFb inhibitor,ATXN2 expr inh,MCF10A rereplic,HepG2 viability,EPAC2 antag,Nrf2 block,Nrf2 activator,A549 tox
CN(C(=O)c1ccc2c(Cl)c3c(nc2c1)CCC3)c1ccccc1F,i,?,17%,·,-62%,·,23%,6.6%,1%
FC(F)Oc1ccc(-n2cc(-c3ccccc3)[n+]3c2CCCCC3)cc1,i,8%,-18%,-2%,-4%,-4%,0%,0.1%,?
CN(C)C1(CNC(=S)Nc2ccccc2C(F)(F)F)CCCCC1,i,-5%,-16%,0%,-1%,13%,?,0.1%,1%
COCCNC(=O)Cn1c(=O)n(-c2ccc(C)c(C)c2)c(=O)c2c3c(sc21)CCCCC3,i,0%,7%,·,10%,·,4%,-0.9%,-1%
CCOC(=O)c1ccc(NC(=O)Nc2ccc3snnc3c2)cc1,i,1%,15%,·,-8%,·,1%,3.7%,8%
O=C(O)c1ccccc1NC1CCCCC1NS(=O)(=O)c1ccccc1 (configuration not stated),i,12%,11%,19%,-2%,-24%,8%,-0.4%,1%
Cc1ccc(NC(=O)Cn2nc(C)n3cccc3c2=O)c(C)c1,·,16%,·,·,0%,·,?,3.8%,8%
Nc1cc(=O)n(Cc2ccco2)c(=S)[nH]1,i,3%,·,·,-10%,-8%,·,0.0%,·
CN(C)c1ccc(/C=N/NC(=O)c2ccccc2)cc1,i,-7%,-3%,23%,-29%,2%,?,-0.7%,-5%
Cc1ccc2sc(N(Cc3cccnc3)C(=O)Cc3ccccc3)nc2c1C,·,-9%,·,·,1%,·,·,-0.9%,1%
O=C(c1ccco1)N1CCN(c2ccc([N+](=O)[O-])c(N3CCOCC3)c2)CC1,i,-28%,-21%,7%,4%,-2%,-19%,2.9%,?
CC(/C=N/NC(=O)c1nnn(-c2nonc2N)c1CN1CCCCC1)=C\c1ccccc1,i,?,-25%,7.3µM*,-25%,4%,5.2µM*,1.6%,?
CCN(CC)S(=O)(=O)c1ccc(F)c(C(=O)OC2CC(C)OC2=O)c1 (configuration not stated),i,19%,2%,9%,-18%,3%,-12%,0.0%,-2%
Cc1ccc(NC(=O)c2ccc(Nc3c([N+](=O)[O-])cc([N+](=O)[O-])cc3[N+](=O)[O-])cc2)cc1,·,13µM*,20µM*,?,13%,5%,-13%,-1.1%,-29%
O=C(c1ccc(C(F)(F)F)cc1)C1CCCN(C(=O)CCc2ccncc2)C1 (configuration not stated),i,?,2%,?,-31%,-11%,?,1.8%,-4%
O=C(NC1CCCc2ccccc21)C1CCCN(S(=O)(=O)c2cnc[nH]2)C1 (configuration not stated),i,5%,7%,1%,1%,-2%,5%,-0.3%,-2%
CSc1ccc(/C=c2\s/c(=C\C(=O)C(C)(C)C)n(CC(=O)NCCC3=CCCCC3)c2=O)cc1,i,6%,-10%,?,1%,37%[activator],-6%,-0.1%,-14%
CCOC(=O)c1ccccc1NS(=O)(=O)c1ccc(OCC)cc1,?,-9%,?,13µM*,-2%,-1%,-12%,0.2%,-11%
C=CCn1c(O)c(N=NC(=O)c2ccccc2NS(=O)(=O)c2cccs2)c2ccccc21,i,?,-2%,4%,-2%,10%,-9%,0.2%,-10%
O=C(CSc1nnc2c(Cl)cc(Cl)cn12)N1CCN(c2ccc(F)cc2)CC1,i,?,-2%,6%,14%,10%,1%,0.1%,-5%
O=C(CCC(=O)N1CCSc2ccccc21)NCc1ccccc1Cl,·,·,·,·,-17%,·,9%,3.0%,4%
CCN(C(=O)CSc1nnc(SC(C)C)s1)C1CCS(=O)(=O)C1 (configuration not stated),i,-8%,·,2%,-15%,15%,-15%,-0.2%,-2%
CN(CC(=O)NCCN1CCN(c2ccccc2)CC1)S(=O)(=O)c1ccc2c(c1)CCC(=O)N2,i,11%,-8%,2%,-8%,10%,-3%,4.2%,-5%
COc1cc(C(=O)NCC(=O)NC(C)c2ccc(-n3ccnc3)cc2)cc(OC)c1OC (configuration not stated),i,1%,2%,0%,-23%,-9%,-3%,0.1%,2%
O=C(CC1CCCCC1)N=C1SC2CS(=O)(=O)CC2N1c1ccccc1 (configuration not stated),i,2%,3%,-2%,1%,3%,23%,-0.1%,18%

# In the list so far, these have a thiophene ring, fused or not:
SMILES,S2 tox,TGFb inhibitor,ATXN2 expr inh,MCF10A rereplic,HepG2 viability,EPAC2 antag,Nrf2 block,Nrf2 activator,A549 tox
COCCNC(=O)Cn1c(=O)n(-c2ccc(C)c(C)c2)c(=O)c2c3c(sc21)CCCCC3,i,0%,7%,·,10%,·,4%,-0.9%,-1%
C=CCn1c(O)c(N=NC(=O)c2ccccc2NS(=O)(=O)c2cccs2)c2ccccc21,i,?,-2%,4%,-2%,10%,-9%,0.2%,-10%

# Remaining list, next part.
SMILES,S2 tox,TGFb inhibitor,ATXN2 expr inh,MCF10A rereplic,HepG2 viability,EPAC2 antag,Nrf2 block,Nrf2 activator,A549 tox
Cc1cccc(OC(C)C(=O)Nc2ccc(N3CCCCC3)cc2)c1 (configuration not stated),i,-3%,-21%,4%,-4%,5%,-7%,-0.2%,-9%
N#Cc1ccc(NC(=O)COC(=O)CNC(=O)C2CCCCC2)cc1,i,3%,-6%,14%,-3%,-3%,17%,0.3%,-2%
COc1ccc(N(C(=O)c2cc3ccccc3oc2=O)C2C=CS(=O)(=O)C2)cc1 (configuration not stated),i,-2%,-16%,-1%,-11%,20%,10%,18µM*,2%
C=C(C)COc1ccc(-c2nc(N)nc(C)c2Oc2ccccc2OC)c(O)c1,i,?,7%,12%,-79%,-11%,?,5.1%,-8%
O=c1[nH]cnc2c1sc1nc(C(F)F)cc(-c3ccccc3)c12,i,0%,9%,0%,-18%,9%,-28%,?,-2%
CCOC(=O)c1ccc(CN2C(=O)c3ccccc3S2(=O)=O)cc1,i,0%,-9%,14%,10%,-18%,11%,-1.0%,1%
COc1ccc(OC)c(C2=NOC(C(=O)Nc3ccc4c(c3)OCCO4)C2)c1 (configuration not stated),i,0%,2%,3%,-1%,-8%,-22%,0.3%,-11%
